# High-throughput results deposited in PubChem by several laboratories.
# ABCB6 inh 2 – ABCB6 transporter inhibitors, primary screen, K562-ABCB6 cells, flow cytometry, MLPCN library; fluorescence ratio to DMSO, % at 10 µM; K562-ABCB6 porphyrin accumulation, 1 h; stronger effect = lower value; hit rate 0.19% among 360,000;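 active = fluorescence ratio to DMSO below 75%, the collection mean minus 3 SD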;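 also: signal is porphyrin accumulated inside mitochondria; 100% equals median channel fluorescence of DMSO control wells; lower ratio means ABCB6 inhibition with less porphyrin fluorescence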
# MC4R barr agon – MC4R agonists recruiting beta-arrestin, primary screen, cell-based, luminescence, agonist arm of biased-ligand search; activation, % at 8.9 µM; U2OS MC4R beta-arrestin complementation; percent of melanotan II response, DMSO zero; Melanocortin receptor 4 (Homo sapiens), P32245; hit rate 0.98% among 360,000;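 active = activation above a per-plate cutoff, the mean activation of sample wells on that plate plus 3 SD, cut at about 8% in these data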
# Target sequence (P32245 whole entry, looked up): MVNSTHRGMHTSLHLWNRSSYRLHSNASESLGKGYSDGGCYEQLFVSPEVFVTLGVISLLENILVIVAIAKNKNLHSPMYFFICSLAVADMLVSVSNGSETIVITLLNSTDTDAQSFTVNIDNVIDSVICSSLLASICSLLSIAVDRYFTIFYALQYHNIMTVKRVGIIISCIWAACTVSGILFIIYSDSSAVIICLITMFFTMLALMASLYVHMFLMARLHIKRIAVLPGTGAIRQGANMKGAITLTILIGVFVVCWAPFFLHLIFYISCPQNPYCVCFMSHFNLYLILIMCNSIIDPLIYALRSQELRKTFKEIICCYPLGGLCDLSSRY
# aDG glyco up – activators of alpha-DG glycosylation, primary screen, uHTS, Pro5-aDG cells, AlphaScreen; alpha-DG glycosylation AlphaScreen (IIH6); 0% Pro5, 100% B10-LARGE cell signal; activation, % at 10 µM; hit rate 0.22% among 360,000;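 active = activation of at least 8% versus controls, or a plate z-score of at least 8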;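 also: Pro5 are CHO cells carrying HIG-tagged alpha-DG that lacks glycosylation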
# ABHD5-PLIN5 inh – ABHD5-PLIN5 interaction inhibitors, primary screen, cell lysate, split luciferase complementation, luminescence | Perilipin-5 (Homo sapiens) + 1-acylglycerol-3-phosphate O-acyltransferase ABHD5 (Homo … | Split G. princeps luciferase complementation, 4 h | inhibition, % at 4 µM | hit rate 0.78% among 360,000;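 active = inhibition above the mean inhibition across every tested compound plus 3 SD, cut at about 22% in these data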;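 also: 0% = DMSO only wells and the 100% control is not disclosed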
# H9c2 protect – cardioprotection against H2O2-induced cell death, primary screen, uHTS, H9c2 cells, ATPLite luminescence; H9c2 cardiomyocytes, H2O2 injury protection, 2 h; protection from H2O2 cell death, % at 20 µM; AID 588492, 2011; hit rate 0.63% among 360,000;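 active = compounds giving at least 50% protection of heart cells from peroxide-induced death in the single-dose screen, raw or plate-pattern-corrected value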;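 also: 0% = DMSO wells with peroxide and 100% = DMSO wells without peroxide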
# hiPSC survival – enhancers of single-cell hiPSC survival, primary screen, ATPlite luminescence; 100% = ROCK inhibitor wells, 0% = DMSO; survival enhancement, % at 20 µM; hit rate 0.044% among 360,000; AID 602274, 2012; in the data active = survival enhancement above about 18%;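 also: cells exposed to compounds for 16 hours before the ATP read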
# Glyco luc inh – increase of ERlucT glycosylation luciferase signal, primary screen, N-linked glycosylation inhibitor project, D54 ERlucT cells, luminescence, set 2; D54 ERlucT glycosylation luciferase reporter, 24 h; percent of 100 nM tunicamycin response; reporter increase, % at 12.5 µM; hit rate 0.23% among 360,000; AID 588692, 2011;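 active = mean luciferase reporter signal, scaled so untreated is 0 and the glycosylation-blocking control 100, at or above a set limit in every replicate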;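 also: luciferase carries N-glycosylation sites so blocking glycosylation raises the light; 0% = median of neutral control wells and 100% = median of 100 nM tunicamycin wells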
# Granule exo inh – LAMP-1 surface exposure blockers, TALL-104 cells – cell-based, flow cytometry, MLPCN library, primary screen; hit rate 0.66% among 360,000; inhibition, % at 10 µM; TALL-104 LAMP-1 surface exposure; cells stimulated with thapsigargin and PMA;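 active = inhibition above about 55%, limit read from the data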
# MC4R antagonist – MC4R antagonists of cAMP signaling, primary screen, cell-based, TR-FRET, antagonist arm of biased-ligand search; Melanocortin receptor 4 (Homo sapiens), P32245; MC4R-expressing cells, MTII-stimulated cAMP, LANCE TR-FRET; inhibition, % at 6.5 µM; hit rate 0.48% among 360,000;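 active = inhibition above its plate's cutoff, the mean of tested wells on that plate plus 3 SD, cut at about 29% in these data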;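 also: 0% = Melanotan II alone and 100% = Melanotan II plus saturating MCL0020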
#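 System – human MC4R-expressing U2OS cells · Also added – Melanotan II · Dosing – one concentration, 6.5 µM nominal · Timing – 30-min compound, 1-h challenge, 1-h detection, room temperature · Measured by – Eu-cAMP/anti-cAMP TR-FRET, emission 671 nm · Replicates – singlicate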
# m5-HT2A agonist – mouse Htr2a agonists via beta-arrestin recruitment, primary screen, cell-based, luminescence | CHO-K1 mHTR2A beta-arrestin complementation; percent of 30 µM serotonin response | AID 624169, 2012 | 5-hydroxytryptamine receptor 2A (Mus musculus), P35363 | activation, % at 7.6 µM | hit rate 0.66% among 360,000;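 active = activation above a run cutoff, the mean activation of all tested compounds plus 3 SD, cut at about 14% in these data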;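 also: 0% = plate median of compound wells and 100% = 30 µM serotonin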
# Target sequence (P35363 whole entry, looked up): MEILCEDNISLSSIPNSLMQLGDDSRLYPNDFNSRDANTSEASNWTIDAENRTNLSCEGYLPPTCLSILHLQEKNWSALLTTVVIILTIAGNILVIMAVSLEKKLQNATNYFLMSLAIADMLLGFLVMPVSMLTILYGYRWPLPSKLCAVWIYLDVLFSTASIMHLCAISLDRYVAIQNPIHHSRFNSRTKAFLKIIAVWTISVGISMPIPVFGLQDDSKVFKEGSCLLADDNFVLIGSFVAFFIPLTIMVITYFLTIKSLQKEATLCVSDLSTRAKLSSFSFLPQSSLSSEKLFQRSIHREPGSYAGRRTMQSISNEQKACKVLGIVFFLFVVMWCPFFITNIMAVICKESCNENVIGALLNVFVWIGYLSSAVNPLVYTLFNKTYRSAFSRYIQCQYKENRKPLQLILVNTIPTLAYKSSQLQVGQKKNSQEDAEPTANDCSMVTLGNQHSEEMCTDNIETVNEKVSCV
# An asterisk follows results filed as active; . = no result given.
SMILES,ABCB6 inh 2,MC4R barr agon,aDG glyco up,ABHD5-PLIN5 inh,H9c2 protect,hiPSC survival,Glyco luc inh,Granule exo inh,MC4R antagonist,m5-HT2A agonist
COc1ccc(S(=O)(=O)N2CCN(CCCOc3ccc(F)cc3)CC2)cc1OC,96,-0.9,0.4,-9,-9,-0.6,-1,34,-4,-9
COCCCNC(=O)c1ccc2c(=O)n(Cc3ccc(OC)cc3)c(=O)[nH]c2c1,105,1.7,-0.1,2,1,0.0,-2,3,21,-2
Oc1ccc(CN2CCN(c3ccccc3)CC2)c2cccnc12,95,-0.1,0.0,-2,39,1.0,0,-2,8,3
O=C(NCC(=O)N(CC1CCCO1)C(C(=O)NC1CCCCC1)c1ccccc1)c1cccs1 (stereo not drawn),94,-1.3,0.0,3,0,6.8,-3,-5,1,6
COc1ccc(S(=O)(=O)c2ccc(O)cc2)cc1,94,-1.2,-0.1,0,0,6.5,0,-2,3,-5
Cn1cc(C(=O)c2ccc(Cl)cc2Cl)cc1C(=O)O,94,-1.6,-0.1,0,16,1.5,1,0,3,-3
CNc1ncnc2sc(-c3ccccc3)cc12,95,-1.5,0.1,-3,10,1.5,-2,-1,1,-6
Cn1nc(C(=O)OCC(=O)Nc2ccc(F)cc2Cl)c2ccccc2c1=O,101,-1.0,0.1,4,2,-0.4,-2,2,11,2
NS(=O)(=O)c1ccc(CCNC(=O)CSc2ccc(Cl)cc2)cc1,96,-2.2,0.0,-3,3,-2.0,-1,8,5,1
CCCCCCCCCCCC(=O)N1CC(=O)NC(=O)C1,92,-0.1,-0.1,-3,-3,-0.6,3,2,6,7
Cc1ccc(C(=O)NCCCNCCCN(C)C)cn1,93,-0.5,-0.2,1,-2,-1.7,0,1,3,2
COc1ccc(N/N=C(\C#N)C(=N)N2CCOCC2)cc1,103,-2.9,0.4,2,-1,-0.7,0,11,-17,-2
O=C1CC(C(=O)NCc2ccccc2)N=C(N2CCCCC2)N1 (stereo not drawn),98,-0.6,-0.1,-5,3,-3.2,1,4,0,2
CC1(C)CC(=O)/C(=C(\O)CCCN2C(=O)c3ccccc3C2=O)C(=NCCO)C1,97,-0.2,-0.1,-5,11,-0.2,0,-2,3,-2
CC(C(Sc1ccccc1N)c1ccccc1)[N+](=O)[O-] (stereo not drawn),84,0.8,-0.1,27*,-11,1.4,-4,21,-14,4
O=C1c2ccccc2-c2nnc(-c3ccc(O)cc3)cc21,101,-1.8,0.3,-1,-21,-2.1,-11,7,13,-4
CC(C)N1CC(C(=O)Nc2cccc([N+](=O)[O-])c2)CC1=O (stereo not drawn),103,-1.8,0.1,-1,1,-0.2,-2,18,-5,7
OCCC1CN(Cc2cccc3c2OCO3)CCN1C1CCCC1 (stereo not drawn),101,-1.3,0.1,1,3,-1.0,0,-4,11,-3
Cc1ccc(NC(=S)N(CCCN2CCOCC2)Cc2ccco2)cc1Cl,94,-1.2,0.1,-6,0,-0.9,1,-1,5,-6
CC(=O)Nc1ccccc1OCC(=O)NC(C)c1ccccc1 (stereo not drawn),100,-2.3,-0.1,-6,-2,-0.9,3,27,2,-2
CC(C)(C)C(=O)Nc1cccc(-c2nc3ccccc3[nH]2)c1,97,-2.7,0.1,-5,19,3.4,3,-4,-5,-7
COc1ccc(-c2ccc(CCC(=O)O)n2CC(C)C)cc1,102,-0.9,-0.2,3,-3,-0.2,3,6,-1,-2
C=C(C)COc1ccc(-c2nc(N)ncc2Oc2ccccc2OC)c(O)c1,108,-3.2,0.0,-14,-7,2.6,-2,32,0,-9
CCOc1ccc(C(C)=O)cc1COC(=O)C1=COCCO1,105,4.0,-0.2,-6,4,-2.3,0,-3,2,-2
CCC(=O)Nc1ccc(Cl)c(NC(=O)c2ccc(Br)o2)c1,101,-0.5,0.0,-6,0,-0.7,-3,1,4,1
COc1ccc(/C=C2\Oc3cc(OC(=O)N4CCOCC4)ccc3C2=O)cc1,98,-0.9,0.3,-3,2,-0.1,-2,-4,6,1
CCc1ccccc1NC(=O)NCCN1CCCCC1,102,-0.9,0.0,-1,1,0.9,2,0,9,-4
CSc1ccc(CN2CCC2(C)C(=O)Nc2cnc3ccccc3c2)cc1 (stereo not drawn),97,5.5,0.0,9,-1,-1.6,1,-4,-1,8
CC1CCCC(C)N1C(=O)c1ccc2c(c1)S(=O)(=O)c1ccccc1C2=O (stereo not drawn),93,-1.6,0.0,7,1,-0.3,1,-4,5,-7
N/C(=N\OC(=O)C(c1ccccc1)c1ccccc1)c1ccncc1,101,-1.0,0.1,-9,3,-0.7,3,4,14,-4

# Whole records, looked up by structure:
# CCC(=O)Nc1ccc(Cl)c(NC(=O)c2ccc(Br)o2)c1 in the list: ABCB6 inh 2: 101; MC4R barr agon: -0.5; aDG glyco up: 0.0; ABHD5-PLIN5 inh: -6; H9c2 protect: 0; hiPSC survival: -0.7; Glyco luc inh: -3; Granule exo inh: 1; MC4R antagonist: 4; m5-HT2A agonist: 1
# COc1ccc(-c2ccc(CCC(=O)O)n2CC(C)C)cc1 in the list: ABCB6 inh 2: 102; MC4R barr agon: -0.9; aDG glyco up: -0.2; ABHD5-PLIN5 inh: 3; H9c2 protect: -3; hiPSC survival: -0.2; Glyco luc inh: 3; Granule exo inh: 6; MC4R antagonist: -1; m5-HT2A agonist: -2
# OCCC1CN(Cc2cccc3c2OCO3)CCN1C1CCCC1 (stereo not drawn) in the list: ABCB6 inh 2: 101; MC4R barr agon: -1.3; aDG glyco up: 0.1; ABHD5-PLIN5 inh: 1; H9c2 protect: 3; hiPSC survival: -1.0; Glyco luc inh: 0; Granule exo inh: -4; MC4R antagonist: 11; m5-HT2A agonist: -3

# (continued)
SMILES,ABCB6 inh 2,MC4R barr agon,aDG glyco up,ABHD5-PLIN5 inh,H9c2 protect,hiPSC survival,Glyco luc inh,Granule exo inh,MC4R antagonist,m5-HT2A agonist
CC1CC(C)CN(CCCNC(=O)Cn2ncn3cccc3c2=O)C1 (stereo not drawn),95,-1.5,0.0,0,4,-0.5,0,-1,3,4
CCc1ccc(S(=O)(=O)NCCc2cn3ccccc3n2)s1,98,1.1,-0.1,5,-2,8.5,0,-3,4,4
Cc1ccc(CN2[C@@H]3c4ccccc4C[C@@H]3OCCS2(=O)=O)cc1,94,6.4,-0.2,-3,1,3.5,7,-4,4,10
Cc1ccc(C)c(C(C)NC(=S)NCc2ccc(F)cc2)c1 (stereo not drawn),104,8.2*,0.2,2,-8,-0.7,-5,-4,-4,-6
CCOc1ccc(Nc2oc(-c3cccs3)nc2C#N)cc1,99,18*,0.1,-4,-6,-1.9,-3,0,-2,8
COc1ccccc1NS(=O)(=O)c1cccc(NC(=O)Nc2cccc(Cl)c2)c1,98,5.2,5.2,-3,-8,0.9,-6,-5,28,-2
CCC1CCCCN1C(=O)N[C@@H](CCSC)C(=O)OC (stereo partly drawn),97,-1.1,0.0,1,1,6.0,1,6,6,-1
Cc1ccc(S(=O)(=O)N(C)c2ccccc2)cc1,91,0.6,-0.3,-1,-8,1.4,0,2,6,-2
COc1ccc(C)cc1NC(=O)CN(C)S(=O)(=O)c1cc(C)ccc1OC,95,0.4,0.1,-1,2,-1.4,-1,-2,-1,0
CCc1nnc(NC(=O)CSc2nc3c(C)cccc3[nH]2)s1,101,-0.2,0.0,-1,3,1.0,-2,-1,12,1
CC1(c2ccccc2Cl)NC(=O)N(CC(=O)Nc2cccnc2Cl)C1=O (stereo not drawn),95,-1.3,-0.2,15,-2,0.9,1,1,0,1
Cc1nnc(SCC(=O)Nc2nccs2)s1,103,-1.7,0.3,-3,9,0.3,2,1,3,2
COc1nc(N)nc2nc[nH]c12,100,-0.5,-0.2,-6,-9,-0.4,0,0,8,12
CC(=O)N1CCN(CCN=CC2=C(O)CC(c3ccco3)CC2=O)CC1 (stereo not drawn),98,1.3,0.0,8,-2,0.2,1,3,-1,1
COC(=O)Cc1ccccc1NS(=O)(=O)c1ccc(C)cc1,.,.,0.0,-1,.,.,.,-2,.,-3
c1cnc(SCCOc2cccc3ccccc23)nc1,89,-0.7,-0.1,1,-7,0.3,-1,-8,7,2
O=C(O)CCSc1nc2ccccc2s1,94,-0.3,-0.1,-1,-1,1.3,-1,-2,1,1
CC1(C)CC(=O)C=C(c2ccccc2CO)C1=O,91,-1.2,-0.3,11,9,-0.9,0,-4,6,4
COc1ccc(C)cc1S(=O)(=O)N1c2ccc(C)cc2C2CN(C)CCC21 (stereo not drawn),99,-1.8,0.0,6,3,-0.5,-4,4,6,-10
CCCCN1C(=O)/C(=C/C=C2\SCCN2C)SC1=S,117,-5.4,-0.6,30*,-19,2.3,1,-2,-7,-1
CCOc1ccc(OCCN2C(=O)c3ccccc3C2=O)cc1,101,-2.6,-0.3,-7,-5,-0.4,0,3,2,-1
COC(=O)c1ccc(NC(=O)c2nc(S(=O)(=O)Cc3cccc(C)c3)ncc2Cl)cc1,41*,-6.4,-0.2,44*,-15,19,-3,35,14,0
COc1cccc(OC)c1C(=O)Nc1ccc(C(=O)NCc2ccccc2)cc1,104,-1.9,-0.3,3,3,-0.4,-1,-4,9,1
CCOc1ccc2nc(Cl)c(C3CC(c4ccccc4)=NN3C(=O)c3cccs3)cc2c1 (stereo not drawn),104,-1.3,-0.2,-6,13,0.3,0,-1,-4,0
O=C1CC(NS(=O)(=O)c2cccnc2)CN1c1ccccc1 (stereo not drawn),98,-3.7,-0.3,3,3,-0.7,0,10,18,-15
CN(C)CCC(=O)c1ccc2c(c1)OCO2,104,-3.5,1.9,7,-18,-1.4,2,102*,33*,4

# Results in ABHD5-PLIN5 inh and Granule exo inh, for 3 of the compounds above:
molecule	ABHD5-PLIN5 inh	Granule exo inh
CN(C)CCC(=O)c1ccc2c(c1)OCO2	7	102*
O=C(O)CCSc1nc2ccccc2s1	-1	-2
CCOc1ccc2nc(Cl)c(C3CC(c4ccccc4)=NN3C(=O)c3cccs3)cc2c1 (stereo not drawn)	-6	-1
